High-throughput results: PubChem, National Center for Advancing Translational Sciences (NCATS)
APE1 inh – qHTS Assay for Inhibitors of the Human Apurinic/apyrimidinic Endonuclease 1 (APE1) | DNA repair nuclease/redox regulator APEX1 (Homo sapiens), P27695 | recombinant APE1, TAMRA/BHQ-2 abasic DNA cleavage fluorescence | Potency, µM (doses to about 65.8 µM), for inactives: at the top dose activity change, negative = inhibition, most hits filed as inhibitors | 0.35% of 350,000 active | AID 2517, 2012;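 note: potency is the fitted concentration of half-maximal effect; plate controls were vehicle for no effect and reference inhibitor for full effect; nearly all actives have a fitted effect of over 55% in size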
Target sequence (P27695 whole entry, looked up): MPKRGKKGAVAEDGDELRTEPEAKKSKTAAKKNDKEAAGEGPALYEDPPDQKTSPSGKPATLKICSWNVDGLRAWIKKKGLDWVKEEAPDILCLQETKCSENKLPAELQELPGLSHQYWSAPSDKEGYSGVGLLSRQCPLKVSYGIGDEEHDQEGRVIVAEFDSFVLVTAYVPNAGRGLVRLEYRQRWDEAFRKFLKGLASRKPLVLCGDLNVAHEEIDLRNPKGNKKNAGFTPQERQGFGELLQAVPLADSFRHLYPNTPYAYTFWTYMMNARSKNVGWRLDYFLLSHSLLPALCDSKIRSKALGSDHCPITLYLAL
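Step 1: APE1 (0.75 nM) with compound, 15 min RT. Step 2: add 50 nM fluorophore/quencher THF duplex. Step 3: three fluorescence reads 60 s apart (525/598 nm); read 3 minus read 1 = reaction progress.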
POLB inh – qHTS Assay for Inhibitors of DNA Polymerase Beta. 1.3% of 340,000 active. Potency, µM (series often up to 114 µM), without a hit: at the top dose activity change, negative = inhibition, actives largely listed as inhibitors. Pol beta primer extension/strand displacement, fluorescence kinetic. P06746; note: potency is the fitted concentration of half-maximal effect; % is set by controls: 0 for no effect and ±100 for the full control effect
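Values derive from four-parameter Hill fits of normalized kinetic data: reads at 0 and 10 min following addition of 50 nM substrate to 10 nM Pol beta preincubated 15 min with compound.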
Pol iota inh – qHTS for Inhibitors of Polymerase Iota; DNA polymerase iota (Homo sapiens), Q9UNA4; Pol iota fluorescent replication assay, 10 min; Potency, µM (titrated, usually from 115 µM), for inactives: top-dose activity, negative = inhibition, most hits filed as inhibitors; 1% of 390,000 active; note: potency is the fitted concentration of half-maximal effect
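Pol iota at 10 nM preincubated 15 min with compounds at room temperature; reaction started with fluorescent substrate, 50 nM final. Fluorescence read kinetically at 0 and 10 min; buffer-only wells as negative control.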
Pol eta inh – qHTS for Inhibitors of Polymerase Eta; AID 588591, 2011; DNA polymerase eta (Homo sapiens), Q9Y253; Potency, µM (top dose mostly 114 µM), inactives show at the highest dose activity change, negative = inhibition, hits mostly inhibitors; 1.2% of 390,000 active; recombinant Pol eta, fluorescent DNA replication assay; note: potency is the fitted concentration of half-maximal effect; % is set by controls: 0 for no effect and ±100 for the full control effect
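Pol eta (10 nM) was preincubated with compounds for 15 min at room temperature, after which fluorescent replication substrate (50 nM final) was added to start the reaction. Fluorescence was read kinetically at 0 and 10 min.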
Anesthetic bind – qHTS Assay for Identification of Novel General Anesthetics. Ferritin light chain (Equus caballus), P02791. apoferritin/1-aminoanthracene competitive binding, fluorescence. Potency, µM (highest dose often 77.5 µM), inactives show at the top dose activity change, negative = displacement, actives largely listed as inhibitors. 0.074% of 350,000 active. AID 485281, 2010; note: potency is the fitted concentration of half-maximal effect; % is set by controls: 0 for no effect and ±100 for the full control effect; nearly all actives have a fitted effect of over 20% in size
Target sequence (P02791 2-175 limits assumed): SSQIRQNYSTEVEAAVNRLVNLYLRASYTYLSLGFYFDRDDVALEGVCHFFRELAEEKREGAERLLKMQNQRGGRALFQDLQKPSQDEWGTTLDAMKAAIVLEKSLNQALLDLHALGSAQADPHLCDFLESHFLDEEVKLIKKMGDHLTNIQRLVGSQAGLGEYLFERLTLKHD
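Probe: 1-aminoanthracene (50% saturated, PBS). Protein: horse-spleen apoferritin, 10 uM. Incubation: 10 min, room temperature. Detection: 380 nm excitation, 535 nm emission. Analysis: normalized response, four-parameter Hill.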
Tb PGK inh – qHTS Assay to Find Inhibitors of Phosphoglycerate Kinase | 0.043% of 380,000 active | Potency, µM (highest dose often 57.5 µM), without a hit: top-dose activity change, negative = inhibition, most hits filed as inhibitors | PGK/GAPDH coupled, Kinase-Glo luminescence, 60 min | AID 602233, 2012 | Phosphoglycerate kinase, glycosomal (Trypanosoma brucei brucei), P07378; note: potency is the fitted concentration of half-maximal effect; % is set by controls: 0 for no effect and ±100 for the full control effect; nearly all actives have a fitted effect of over 60% in size
Target sequence (P07378 whole entry, looked up): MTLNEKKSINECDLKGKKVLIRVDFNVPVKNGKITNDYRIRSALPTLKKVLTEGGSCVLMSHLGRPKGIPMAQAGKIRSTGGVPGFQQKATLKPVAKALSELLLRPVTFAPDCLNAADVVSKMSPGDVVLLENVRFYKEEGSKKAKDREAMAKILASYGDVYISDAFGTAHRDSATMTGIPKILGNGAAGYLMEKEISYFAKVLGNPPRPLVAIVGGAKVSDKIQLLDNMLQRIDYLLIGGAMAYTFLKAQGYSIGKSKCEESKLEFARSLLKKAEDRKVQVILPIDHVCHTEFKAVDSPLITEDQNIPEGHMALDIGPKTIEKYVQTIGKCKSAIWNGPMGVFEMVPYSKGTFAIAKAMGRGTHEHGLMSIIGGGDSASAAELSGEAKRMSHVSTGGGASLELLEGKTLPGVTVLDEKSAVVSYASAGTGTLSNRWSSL
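Recombinant glycosomal PGK reaction used 1,3-bisphosphoglycerate generated in-well by GAPDH (100nM final) in 100mM TEA pH 7.6, 5mM MgCl2, 0.01% Tween-20. After 60 minutes at room temperature, ATP was read by Kinase-Glo Plus luminescence end-point.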
POLK inh – qHTS for Inhibitors of Polymerase Kappa; DNA polymerase kappa (Homo sapiens), Q9UBT6; purified Pol kappa, fluorescent DNA synthesis assay, 10 min; Potency, µM (highest dose often 107 µM), for the others: at the top dose activity, negative = inhibition, hits mostly inhibitors; 0.53% of 400,000 active; note: potency is the fitted concentration of half-maximal effect; % is set by controls: 0 for no effect and ±100 for the full control effect
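Fluorescent qHTS in 1536-well format: enzyme (10 nM) and compound sat 15 min at room temperature before 50 nM substrate (final) was added. Signal taken at 0 and 10 min; no-enzyme buffer wells were negative controls.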
BLM helicase inh – qHTS Assay for Inhibitors of Bloom's syndrome helicase (BLM). 0.2% of 350,000 active. Potency, µM (series often up to 56.1 µM), without a hit: top-dose activity change, negative = inhibition, most hits filed as inhibitors. RecQ-like DNA helicase BLM (Homo sapiens), P54132. recombinant BLM DNA unwinding, fluorescence dequenching;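 note: potency is the fitted concentration of half-maximal effect; plate controls were vehicle for no effect and no enzyme for full effect; nearly all actives have a fitted effect of over 35% in size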
RXFP1 antag – qHTS Assay for Antagonists of the Relaxin Receptor RXFP1; Relaxin receptor 1 (Homo sapiens), Q9HBX9; HEK293-RXFP1, relaxin-stimulated cAMP HTRF, 30 min; hits give low values; activity change, negative = inhibition, % at 57.5 µM; 0.59% of 350,000 active;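 active = activity change of -60% or lower, but not beyond a set lower limit; inconclusive = change between -60% and -40%, or beyond the set limit; inactive = change above -40%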; note: % is set by controls: 0 for no effect and ±100 for the full control effect
Numbers without * were called inactive; i = inactive; ? = inconclusive; / = no result given; [ ] = remark or other dose. Unless noted, calls come from the whole dose curve; as a rule, active = well fitted curve in the direction sought with a large enough effect; inconclusive = small, poorly fitted or top-dose-only effect, or another doubt; inactive = no such curve, though single readings can be large; an effect the other way counts as inactive or inconclusive. Not all compounds are listed, so the mix of outcomes need not match the whole.

SMILES	APE1 inh	POLB inh	Pol iota inh	Pol eta inh	Anesthetic bind	Tb PGK inh	POLK inh	BLM helicase inh	RXFP1 antag
CC(=O)C(=Cc1ccc(C(=O)O)cc1)C(C)=O	?	?	?	40µM*	2%	-8%	?	2%	-4
CC1=C(C(N)=O)C(c2ccccc2F)n2nc(CCCO)nc2N1 (stereo not drawn)	0%	19%	65%[activator]	4%	8%	-6%	-10%	-1%	-7
COc1cccc(CNC(=O)c2sc3nc(C)cc(C)c3c2-n2cccc2)c1OC	/	39%	19%	-25%	-9%	4%	-4%	-1%	-1
CCCCCOC(=O)C1=C(C)NC(=O)NC1c1ccc(N(C)C)cc1 (stereo not drawn)	-5%	9%	9%	-24%	-4%	2%	-2%	-3%	6
Cc1cccc(N2CCN(c3ccc(C(=O)O)cc3NC(=O)c3cccc(Cl)c3)CC2C)c1 (stereo not drawn)	/	32µM*	-16%	0%	6%	-18%	-7%	-5%	/
CCS(=O)(=O)c1ccc(C(=O)NC2CC2)c(Cl)c1Cl	-1%	-11%	-20%	3%	-3%	-10%	-5%	0%	7
CSCC[C@H](NC(=O)[C@H](CC(C)C)NC(=O)CNC(=O)[C@H](Cc1ccc(O)cc1)NC(=O)[C@H](Cc1ccccc1)NC(=O)[C@H](CCC(N)=O)NC(=O)[C@H](CCC(N)=O)NC(=O)[C@@H]1CCCN1C(=O)[C@H](CCCCN)NC(=O)[C@@H]1CCCN1C(=O)[C@@H](N)CCCN=C(N)N)C(N)=O	-3%	/	/	/	12%	/	13%[60.1 µM]	-10%	/
Cc1nnc(NC(=O)C(=O)c2cc(C)n(-c3ccc(C)c(C)c3)c2C)s1	/	26%	-21%	-11%	?	-4%	-10%	-6%	-14
Cc1cccc(C2c3[nH]c4ccccc4c3CCN2C(=O)Cc2nc(-c3ccccc3)n[nH]2)n1 (stereo not drawn)	-7%	?	10%	-10%	-14%	-12%	2%	-12%	-24
c1ccc(CN2C3=NCCCN3c3ccccc32)cc1	19%	14%	11%	7%	-16%	i	-2%	5%	-4
CC(C)C(=O)Nc1cccc(NC(=S)NC(=O)C(c2ccccc2)c2ccccc2)c1	2%	12%	7%	-8%	-2%	-1%	-21%	-12%	9
Cc1ccsc1C(=O)OCC(=O)N1CCN(C(=O)c2ccco2)CC1	-1%	-1%	49%[activator]	-3%	-13%	2%	-16%	0%	-34
COc1cccc(C2=NOC(C(=O)NCc3ccccc3)C2)c1 (stereo not drawn)	5%	18%	10%	-9%	-15%	-2%	-11%	-2%	7
O=C1CCCC(=O)N1c1ccc(N2CCN(c3ccccc3)CC2)c([N+](=O)[O-])c1	-2%	-14%	4%	-7%	-12%	-3%	-7%	1%	17
CC(C)(C)Nc1nc(C(N)=O)nc(N2CCOCC2)n1	3%	-26%	14%	5%	-8%	-1%	-10%	-1%	-16
COc1cc(/C=N/NC(=O)COc2ccc(C)cc2)ccc1OC(=O)c1cccs1	-5%	1%	3%	-9%	-9%	6%	-6%	-7%	-15
COCc1cc(=O)[nH]c2cc(NC(=O)C3CC3)c(C)cc12	0%	-11%	29%	7%	-1%	5%	-5%	-7%	3
Cn1c(N)c(S(=O)(=O)N2CCN(c3ccccc3Cl)CC2)c(=O)n(C)c1=O	-6%	5%	16%	-2%	-9%	1%	-7%	0%	-3
CC(=O)c1c(C)[nH]c(C(=O)COc2cc(C)cc(C)c2)c1C	-1%	11%	17%	1%	-18%	-2%	-6%	-7%	-2
CCc1ccc(OCC(=O)NC(C)(C)C)cc1	0%	3%	16%	-5%	6%	0%	-11%	3%	0
CCCn1c2ccccc2c2cnn(CC(=O)NCCCN3CCCC(C)C3)c(=O)c21 (stereo not drawn)	15%	-44%	-1%	-8%	-15%	-6%	-4%	1%	-5
COc1cc(/C=C2\C(=N)N3N=C(S(C)(=O)=O)SC3=NC2=O)cc(OC)c1OCCOc1ccc(C)cc1	-26%	3%	?	-11%	3%	-2%	-13%	-10%	3
CCOc1ccc(OCC)c(NC(=O)CN2CCN(c3cccc(C)c3)CC2)c1	?	-2%	6%	-10%	-10%	3%	-2%	-5%	-10
CC(C)(C)CC(=O)Nc1cc2c3c(c1)CC(=O)N3CCC2	-9%	0%	34%[activator]	-7%	-3%	-2%	3%	-2%	-4
O=C(N/N=C/c1ccc(O)cc1)c1[nH]c2ccc(Br)cc2c1-c1ccccc1	-3%	9%	5%	13%	-1%	6%	-8%	-4%	-13
Cc1c(N=NC2=C(O)CCCC2=O)c(=O)n(-c2ccccc2)n1C	-4%	14%	50%[activator]	-10%	-5%	i	-3%	-6%	5
CCC1(CC)NC(=O)N(CC(=O)Nc2ccc(OCc3ccccc3)cc2)C1=O	24%	/	103%[activator]	-26%	/	0%	-6%	/	-5
O=C(NCCO)C(=O)c1c(-c2ccc(Cl)cc2)cc2ccccn12	-4%	19%	71%[activator]	-19%	-5%	i	-6%	1%	-11
COC(=O)c1ccc(Cl)cc1NC(=O)Nc1nnc(N(C)C2CCCCC2)s1	/	6%	41%[activator]	-19%	1%	-10%	-10%	0%	-40
COc1ccc(-c2cc(C)no2)cc1S(=O)(=O)N1CCOc2ccc(C)cc21	12%	-8%	31%	-1%	0%	i	-5%	1%	21
Cc1nn(-c2ccccc2)nc1C(=O)OCC(=O)N1CCCCC1C (stereo not drawn)	-12%	/	18%	-12%	/	1%	-14%	/	-1
COCCNC(=O)c1c(N)n(-c2ccccc2)c2nc3ccccc3nc12	-3%	-2%	25%	-12%	247%[activator]	-8%	-22%	-1%	-20
CCc1ccc(OCC(=O)Nc2ccc(S(=O)(=O)N3CCCC3)cc2)c(Br)c1	-6%	?	-13%[58.9 µM]	-9%	51%[activator]	0%	-8%	-2%	-13
CC(=O)N1N=C(c2cccs2)CC1c1ccco1 (stereo not drawn)	-1%	16%	15%	-17%	-4%	6%	-4%	-2%	5
Cc1ccc(/C=C(\C#N)C(=O)N2CCCC2)c(C)c1	1%	-1%	30%[activator]	-2%	-12%	1%	-7%	0%	-9
CCOC(=O)C1(CCOc2ccccc2)CCN(Cc2ccccc2O)CC1	/	/	29%	-11%	/	-3%	5%	/	-7
O=C(/C=C/c1cccc([N+](=O)[O-])c1)Nn1c(-c2ccccc2F)nc2ccccc2c1=O	-4%	15%	17%	-19%	0%	-1%	3%	-4%	6
COc1ccc(C(=O)Nc2ccc(NC(=O)c3cnccn3)cn2)cc1	5%	6%	-4%	1%	-8%	i	-4%[60.1 µM]	-2%	-11
COc1cccc(N(C(=O)Cn2nnc3ccccc32)C(C(=O)NCc2ccco2)c2cccnc2)c1 (stereo not drawn)	-5%	2%	20%	-28%	?	0%	-9%	-8%	-1
COc1ccc(CNC(=O)COC(=O)c2ccccn2)cc1	10%	30%	106%[activator]	-8%	-3%	-6%	-18%	-1%	-15
CCN=C1SC(C(=O)Nc2ccc(Cl)c(Cl)c2)CC(=O)N1CC (stereo not drawn)	-5%	-8%	-9%	-20%	-5%	-10%	-2%	-2%	-1
COc1ccc(CCNC(=O)c2cc(C(=O)c3cc(Cl)ccc3O)cn(CCc3ccc(OC)cc3)c2=O)cc1	-4%	?	24%	-9%	-4%	i	-18%	-10%	1
NC(=S)Nc1cnc2ccccc2c1	-8%	9%	9%	-13%	14%	-2%	-14%	0%	4
CCN(CC)S(=O)(=O)c1ccc2c(c1)c(=O)c(C(=O)NCCOC)cn2C	-1%	0%	17%	-17%	4%	1%	-14%	1%	-4
CCNc1nc(NC(C)C)nc(NS(=O)(=O)c2ccc(Cl)cc2)n1	3%	2%	4%	-11%	-8%	i	4%	0%	13
COc1ccc(Cl)cc1C(=O)NNC(=S)NC1CCCCC1	-1%	-1%	49%[activator]	-9%	-10%	i	3%	-3%	-10
O=C(CCC(=O)N1CCN(S(=O)(=O)c2ccc3ccccc3c2)CC1)Nc1cc(Cl)cc(Cl)c1	0%	-4%	21%	-19%	4%	i	4%	-7%	0
Cc1coc(C)c1C(=O)CC1(O)C(=O)N(CCc2ccccc2)c2ccccc21 (stereo not drawn)	-6%	-16%	?	0%	?	-11%	-35%	-7%	2

Full records, looked up by structure:
Listed for `COc1cccc(N(C(=O)Cn2nnc3ccccc32)C(C(=O)NCc2ccco2)c2cccnc2)c1` (stereo not drawn) : APE1 inh: -5%; POLB inh: 2%; Pol iota inh: 20%; Pol eta inh: -28%; Anesthetic bind: ?; Tb PGK inh: 0%; POLK inh: -9%; BLM helicase inh: -8%; RXFP1 antag: -1
Listed for `COc1ccc(Cl)cc1C(=O)NNC(=S)NC1CCCCC1` : APE1 inh: -1%; POLB inh: -1%; Pol iota inh: 49%[activator]; Pol eta inh: -9%; Anesthetic bind: -10%; Tb PGK inh: i; POLK inh: 3%; BLM helicase inh: -3%; RXFP1 antag: -10

Later entries.
SMILES	APE1 inh	POLB inh	Pol iota inh	Pol eta inh	Anesthetic bind	Tb PGK inh	POLK inh	BLM helicase inh	RXFP1 antag
c1ccc(CN2CCCC3(CCCN(Cc4nc(COc5ccccc5)no4)C3)C2)cc1 (stereo not drawn)	3%	-9%	17%	-5%	-7%	-4%	-6%[60.1 µM]	-4%	-9
Cc1ccc(OCC(=O)Nc2ccc3c(c2)C(=O)N(CCC(=O)O)C3=O)cc1	-8%	3%	16%	-12%	-5%	-2%	-9%	-1%	-17
O=C(N/N=C(\c1ccccc1)c1cccnc1)c1cccc(F)c1	24%	14%	92%[activator]	-13%	-15%	i	4%	-7%	-32
COc1ccc2c(c1)c(=O)c(C(=O)O)c(-c1ccc3c(c1)OCO3)n2C	-6%	-9%	25%	-6%	4%	1%	-5%	3%	1
